# Screening data: PubChem, University of Kansas High Throughput Screening Laboratory
# Pf apPOL block: Pf-apPOL inhibitors, biochemical, fluorescence; Plasmodium falciparum apicoplast DNA polymerase (apPOL); Recombinant Pf-apPOL, molecular beacon fluorescence, 1.5 h; inhibition, % at 10 µM; 210,000 tested, 0.25% active
# mHTT-CaM PPI inh: mutant huntingtin-calmodulin interaction inhibitors – biochemical, AlphaScreen, primary screen; AID 1671202, 2021; P42858; inhibition, % at 15 µM; 190,000 tested, 3.6% active; AlphaScreen His-mHTT/GST-CaM binding, luminescence;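 note: 0% = both proteins with DMSO and 100% = one protein alone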
# Active calls of the source: *; i = inactive; / = no result given; & = joins results of further samples. Cut-off read from the data, not from the text of the source: active = inhibition above about 50%; inactive = the rest.
SMILES,Pf apPOL block,mHTT-CaM PPI inh
CCOCCCNC(=O)C1c2cc(OC)c(OC)cc2C(=O)N(C)C1c1cccs1 (configuration not stated),-3,4
Cc1ccc(-n2nc(C)c3sc(N4CCC(NC(=O)c5ccccc5)CC4)nc32)cc1,-3,-2
CC(=NOC(=O)c1ccccc1)c1sc2ccc(Cl)cc2c1C,-5,/
O=C(NCC1CCCO1)C(=O)N/N=C/c1c2ccccc2cc2ccccc12 (configuration not stated),/,i
Nc1cccc(C(=O)Nc2cccc(S(=O)(=O)CCO)c2)c1,-1,4
O=C1CC(c2ccccc2)CC2=C1C(c1cc3c(cc1[N+](=O)[O-])OCO3)Nc1ccccc1N2 (configuration not stated),-4,43
CCOc1ccc(NC(=O)CC(NCCC(C)C)C(=O)O)c([N+](=O)[O-])c1 (configuration not stated),-2,-1
O=C(Cc1ccc([N+](=O)[O-])cc1)Nc1ccc(F)cc1F,1,-1
CCc1ccccc1NC(=O)N1CCCC1c1ccccc1F (configuration not stated),-2,-1
COC(=O)c1sc(Br)c(Br)c1OC(=O)c1ccc(C(C)(C)C)cc1,-1,/
CCOc1ccccc1Oc1c(C)oc2cc(OCC=C(C)C)ccc2c1=O,-5,-10
CC(O)(CNC(=O)C(=O)NCCc1ccccc1)C1CC1 (configuration not stated),-3,-13

# 5 compounds picked at random from the list so far:
SMILES,Pf apPOL block,mHTT-CaM PPI inh
CCc1ccccc1NC(=O)N1CCCC1c1ccccc1F (configuration not stated),-2,-1
O=C(Cc1ccc([N+](=O)[O-])cc1)Nc1ccc(F)cc1F,1,-1
CCOCCCNC(=O)C1c2cc(OC)c(OC)cc2C(=O)N(C)C1c1cccs1 (configuration not stated),-3,4
O=C1CC(c2ccccc2)CC2=C1C(c1cc3c(cc1[N+](=O)[O-])OCO3)Nc1ccccc1N2 (configuration not stated),-4,43
Nc1cccc(C(=O)Nc2cccc(S(=O)(=O)CCO)c2)c1,-1,4

# Additional records follow:
SMILES,Pf apPOL block,mHTT-CaM PPI inh
CC(=O)n1c2c(c3ccccc31)OC(N)=C(C#N)C2c1ccc(F)cc1 (configuration not stated),-6,5
Cc1ccnc(N2CCCC(C(=O)Nc3ccc(Br)cc3)C2)n1 (configuration not stated),-2,-2
COc1ccc(Cl)cc1C(=O)Nc1ccc(-c2nc3ncccc3o2)cc1,-2,-1
CCOc1ccc(N2C(=O)c3ccc(F)cc3C2=O)cc1,-9,-3
O=C(CCS(=O)(=O)Cc1ccccc1F)NCCCN1CCCCC1,-19,1
Cc1ccc(-c2nc(C)c(C(=O)N3CCC(CC(=O)NCCC(C)C)CC3)s2)cc1,10,12
NC(=S)NN=Cc1ccc(F)c(Cl)c1,-2,/
Cc1ccc(S(=O)(=O)CCNC(=O)c2c(-c3c(Cl)cccc3Cl)noc2C)cc1,-7,/
O=C(NCCN1CCOCC1)c1nn2c(C(F)(F)F)cc(-c3ccccc3)nc2c1Cl,3,1
COc1ccc(-c2ccc(CCC(=O)O)n2-c2cc(OC)ccc2OC)cc1,0,33
CN(C(=O)NC1(C(F)(F)F)Oc2ccccc2O1)C1CCCCC1,-3,1
O=[N+]([O-])c1cccc(-c2nnc(-c3ccccc3I)o2)c1,0,-4
COc1cccc(-c2cn3c(n2)N(C(=O)Cc2ccccc2)CCC3)c1,-2,9
CCCCN1C[C@H](Cc2ccccc2)[C@@H](CC(=O)NCc2ccc(OC)cc2)C1=O,-6,13
Cc1ccc(-c2ncc(C(=O)Nc3ccccc3Cl)c(-c3ccncc3)n2)cc1,56*,11
Cc1c(NC(=O)c2cccs2)cccc1-c1nc2c(C)cccc2o1,-2,-6
Cn1cnc(S(=O)(=O)Nc2cc(-c3ccc(Cl)cc3)nn2C)c1,-4,/
Cc1ccc(C2=C/C(=C\c3ccccc3C)C(=O)O2)cc1,0,-37
Cc1ccnc(N2CCC(C(=O)NCc3ccc(N(C)C)cc3)CC2)n1,9,1
COc1ccc(-n2cc3c([N+](=O)[O-])cc([N+](=O)[O-])cc3n2)cc1,-7,0
CSC1=NCN(Cc2ccccc2)CN1,-8,/
COc1ccc(C2=NN3C(C2)c2cccc(OC)c2OC32CCCCC2)cc1OC (configuration not stated),-10,52*
CCCc1cc2c(=O)c(-c3ccc4c(c3)OCCO4)c(C(F)(F)F)oc2cc1O,-1&-6,-2&1
c1ccc(-c2nc(-c3ccnc(N4CCOCC4)c3)no2)cc1,-3,-17

# Whole records from above:
# Results for COc1ccc(-n2cc3c([N+](=O)[O-])cc([N+](=O)[O-])cc3n2)cc1 = Pf apPOL block = -7; mHTT-CaM PPI inh = 0
# Results for CSC1=NCN(Cc2ccccc2)CN1 = Pf apPOL block = -8; mHTT-CaM PPI inh = /

# Additional records follow:
SMILES,Pf apPOL block,mHTT-CaM PPI inh
COc1cc(CN2CCc3c([nH]c4ccccc34)C2)c([N+](=O)[O-])cc1OC,-3,66*
CCc1cccc(OCCOCCN2CCOCC2)c1,-4,0
CCOc1ccc(C(=O)N2CCC3(CC2)NC(=O)N(Cc2ccccc2)C3=O)cc1,2,12
O=S(=O)(CCCOc1ccc(F)cc1)NCc1cccnc1,-7,-10
CC1CCN(C(=O)CSc2ccc(-c3ccc4c(c3)OCO4)nn2)CC1,-6,-7
CC1=CC(C)(C)N(S(=O)(=O)c2ccc(C)cc2)c2cc(C)ccc21,/,-46
O=C(NCc1ccccc1F)c1ccc2ncnc(N3CCCC3)c2c1,5,-10
COc1ccccc1-c1nc(C2CCCN(C(=O)c3ccccc3F)C2)no1 (configuration not stated),1,-5
CCOCCCNC(=O)N1CC(C)Oc2ccc(C)cc21 (configuration not stated),0,0
Cc1cccc(-c2nccc(C3CCCN(C(=O)c4ccco4)C3)n2)c1 (configuration not stated),-2,29
O=[N+]([O-])c1ccccc1/C=C/CN1CCN(c2ccccn2)CC1,0,10
CCCOC(=O)c1ccc(Oc2c(C(F)(F)F)oc3cc(O)ccc3c2=O)cc1,-3,6

# Molecules above that have a COOH group, in the order listed:
SMILES,Pf apPOL block,mHTT-CaM PPI inh
CCOc1ccc(NC(=O)CC(NCCC(C)C)C(=O)O)c([N+](=O)[O-])c1 (configuration not stated),-2,-1
COc1ccc(-c2ccc(CCC(=O)O)n2-c2cc(OC)ccc2OC)cc1,0,33

# Other results.
SMILES,Pf apPOL block,mHTT-CaM PPI inh
CC(=O)Nc1ccc(-c2noc(C3CCN(C(=O)c4ccc(F)c(Cl)c4)CC3)n2)cc1,-6,37
Cc1oc(C2CCN(S(=O)(=O)c3ccc4c(c3)CCC4)CC2)nc1C(=O)N1CCCC1,-9,15
Cc1ccc(NC(=O)C2CCN(c3ccncc3)CC2)c(C)c1,1,-4
COc1ccc(-n2nc(C(=O)Nc3cnc4ccccc4c3)c3ccccc3c2=O)cc1,-4,0
O=C(C1=C(O)C(=O)N(CCN2CCOCC2)C1c1ccc(F)cc1)c1ccco1 (configuration not stated),1,-2
CC1CCc2c(sc3nc4c5ccccc5c5nncn5n4c(=O)c23)C1 (configuration not stated),1,-2
Cc1ccc(NC(=O)Cc2nnc(-c3ccc4ncccc4c3)o2)cc1F,2,-3
Cc1ccc(CNC(=O)c2ccc(-c3cccnc3)nc2)o1,4,-9
CCN1C(=O)CCC2(CNS(=O)(=O)c3cccnc3)CCCC12 (configuration not stated),-9,-2
N#Cc1ccc(OCc2c(Cl)sc3ccc(Cl)cc23)cc1,-7,/
Cc1nc2c(cnn2-c2ccccc2)c(=O)n1-c1ccc(Cl)cc1,-4,4
CCOC(=O)Cc1ccc(NC(=O)N2CCc3nc(C)ncc3C2)cc1,0,16
O=C(Nc1cccc(F)c1)Nc1nccn(-c2ccc(F)c(F)c2)c1=O,0,-2
Fc1ccccc1CO/N=C1\CCCc2nonc21,-7,i
CCCN1C(=O)c2ccccc2NC1c1ccc(O)c(OC)c1 (configuration not stated),3,2
COc1ccccc1/C=C1/SC(N2CCCC2)=NC1=O,-1,8
C=CCc1cc(C=O)cc(OCC)c1OCc1ccc([N+](=O)[O-])cc1,-8,3
CC1(C)CC(=O)C2=C(C1)OC(c1cccnc1)C(C#N)=C2N (configuration not stated),1,5
Cc1ccc(S(=O)(=O)OCC2C=CC(COS(=O)(=O)c3ccc(C)cc3)C2)cc1 (configuration not stated),-5,/
Cc1cc(Br)ccc1Nc1ncnc2c1nc1n2CCCC1,7,-3
Cc1cc(Br)cc(C)c1OCCCCN(C)C,-35,0
CC(C)(C)c1ccccc1OCC(=O)NCc1ccco1,-1,-10
O=C(Nc1nccs1)C1CCN(C(=O)c2ccc(Cn3ccnc3)cc2)CC1,-1,-3
Cn1c(C(=O)NN=Cc2cccs2)cnc1SCc1ccc(Cl)cc1,-12,/

# Rewritten with bars between the fields: part of the list above
structure | Pf apPOL block | mHTT-CaM PPI inh
CC1(C)CC(=O)C2=C(C1)OC(c1cccnc1)C(C#N)=C2N (configuration not stated) | 1 | 5
Cc1ccc(S(=O)(=O)OCC2C=CC(COS(=O)(=O)c3ccc(C)cc3)C2)cc1 (configuration not stated) | -5 | /
Cc1cc(Br)ccc1Nc1ncnc2c1nc1n2CCCC1 | 7 | -3
Cc1cc(Br)cc(C)c1OCCCCN(C)C | -35 | 0
CC(C)(C)c1ccccc1OCC(=O)NCc1ccco1 | -1 | -10

# (continued)
SMILES,Pf apPOL block,mHTT-CaM PPI inh
COc1ccc(CCNS(=O)(=O)c2ccc(N3CCCC3=O)cc2)cc1,-4,5
O=C(c1nnc2ccc(-c3ccccc3)nn12)N1CCCCC1,-3,2
CCCCOc1cccc(C(=O)Nc2ccc([N+](=O)[O-])cc2OC)c1,-1,-1
O=Nc1c(-c2ccccc2)nc2[nH]c3ccccc3n12,-4,8
Cc1ccc(-c2n[nH]c(=O)c3ccccc23)cc1S(=O)(=O)Nc1ccc(OCC(N)=O)cc1,-4,5
Cn1c(N2CCOCC2)cc(=O)n(C)c1=O,-4,/
CCC(=O)N1CCc2cc(Br)cc(S(=O)(=O)Nc3ccc(C)cc3Cl)c21,-4,12
COc1ccc(CNCc2c(F)cccc2F)cc1OC,1,-1
CC1(C(=O)n2cnc3ccccc32)CC1(Cl)Cl (configuration not stated),-1,-4
Cc1ccsc1C(=O)N1CCCC(c2nc(CCNC(=O)C3CC3)cs2)C1 (configuration not stated),0,-2
CC(C)Oc1cccc(-c2nc(C(=O)NC3CC3)cs2)c1,-2,-1
Cc1cccc(CC(=O)N2CCc3c(nc4cc(-c5ccccc5)[nH]n4c3=O)C2)c1,-6,74*
CCC(NC(=O)c1ncn[nH]1)c1ccccc1 (configuration not stated),0,90*
O=C(CCCN1C(=O)c2cccnc2C1=O)NC(c1ccccc1)c1ccccc1,-30,10
CCCC(=Nc1ccc(OC)cc1)C1=C(O)CC(C)(C)CC1=O,-4,-4
CCOc1ccc(-c2ncnn2-c2ccc(C)c(Cl)c2)cc1,0,1
O=C(Cc1cccc(F)c1)N1CCCC1c1ccc(F)cc1 (configuration not stated),-1,-4
COc1cccc(C(=O)N2CCC3(CC2)Nc2cccnc2NC3=NCc2ccccc2)c1,-4,28
O=C(O)CCc1cccc(O)c1,0,-2
CCn1cc(CN2CCC(C(=O)NC3CC3)CC2)c2cc(OC)ccc21,2,4
CCOC(=O)C(=CNc1ccccc1Oc1ccc(Cl)cc1Cl)C(=O)OCC,-1&-8,/
NC(=O)Nc1ccc(C23CC4CC(CC(C4)C2)C3)cc1,0,18
O=S(=O)(c1ccc(Cl)c(Cl)c1)N1CCc2c([nH]c3ccccc23)C1C(F)(F)F (configuration not stated),-4,/
COc1cccc(CCNC(=O)CN2CCN(c3ccc(F)c(F)c3)C2=O)c1,-5,-14
COC(=O)C[C@H]1c2ccccc2S(=O)(=O)N1C(C)C,-2,9
Cc1ccc(OS(=O)(=O)C(F)(F)F)cc1,/,-9
CC1=C(C(=O)Nc2ccccc2)C(c2ccccc2)n2c(s/c(=C\c3ccco3)c2=O)=N1 (configuration not stated),0,9
Cc1ccc(-c2csc(=Nc3ccc(F)cc3)n2CCO)cc1,0,63*
FC(F)(F)c1cccc(-n2c(Cn3nnc4ccccc43)n[nH]c2=S)c1,0,/
Cc1ccc(CNC(=O)C2(C)CCCN(C(=O)Nc3ccccc3Cl)C2)cc1 (configuration not stated),-7,6
CN(C)c1ccc2nc3ccc(=O)cc-3sc2c1,/,59*
S=c1nc(C23CC4CC(CC(C4)C2)C3)[nH][nH]1,3,/
O=C(NCCc1ccc(F)cc1)c1ccccc1I,-6,-6
Cc1ccc(C2=CC(c3cccc(C)c3)n3ncnc3N2)cc1 (configuration not stated),-1,1
CC(=O)c1ccc(-c2ccc(/C=c3\sc4nc(=O)c(-c5ccccc5)nn4c3=O)o2)cc1,2,-1
CCSc1nnc2c(n1)OC(c1ccc(C(=O)O)cc1)N(C(=O)CC)c1ccccc1-2 (configuration not stated),4,3
O=c1c2cccc3c2c(nn1CCN1CCCCC1)-c1ccccc1-3,-4&4,6&-2
COc1ccccc1N(CC(=O)Nc1ccccc1C(F)(F)F)S(C)(=O)=O,-8,-2
O=C(Nc1ccc(-c2nc3ncccc3o2)cc1)c1ccc(-c2cccc([N+](=O)[O-])c2)o1,-2&10,-2&-8
CC(=O)c1ccc(NC(=O)C23CC4CC(C2)CC(C(=O)Nc2ccc(C(C)=O)cc2)(C4)C3)cc1,2,7
FC(F)(F)c1ccc2nnc(-c3cccc(I)c3)n2c1,1,6
COc1ccccc1C1NCCc2c1[nH]c1ccccc21 (configuration not stated),-8,9
Cc1ccc(CS(=O)(=O)CCC(=O)NC2CCCCC2C)cc1 (configuration not stated),-12,2
COc1cccc(C2C(N3C(=O)c4ccccc4C3=O)C(=O)N2c2cccc(C(F)(F)F)c2)c1 (configuration not stated),6,4
Cc1cc(C)n(-c2cc(C)c3ccccc3n2)n1,-1,-11
CCCCN(C(=O)NC(=O)NC(C)(C)C)S(C)(=O)=O,2,-2
O=C(NC1CC(O)C(CO)C1)c1ccccc1Cl (configuration not stated),-7,0
Cc1cccc(NS(=O)(=O)c2ccccc2[N+](=O)[O-])n1,-2,-2
CCc1ccccc1NC(=O)NCCC1CCN(S(=O)(=O)c2ccccc2)CC1,4,25
NC(=NO)c1ccc(C2OCCO2)cc1,-1,/
CCCOc1ccc(NC(=O)c2cc(=O)n(C)c(=NC)s2)cc1Br,-2,4
O=S1(=O)N=C(SCCO)c2ccccc21,2,2
